ATG4B inh – ATG4B (human) cysteine protease inhibition; ATG4B cleavage of LC3-PLA2, NBD-HPC fluorescence, 1 h; Q9Y4P1; actives 0.51% (n = 340,000); inhibition, % at 8.33 µM; in the data active = inhibition above about 40%
GRIN3A LBD mod – modulates the human NR3A ligand-binding domain. NR3A LBD differential scanning fluorimetry, Tm shift; 0% = protein alone, 100% = glycine-bound protein. Tm shift relative to glycine control, % at 25 µM. actives 2.5% (n = 340,000);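 active = melting temperature shift of at least 10% of the positive control shift, at one fixed dose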
MPTP inh – permeability transition pore inhibition. inhibition, % at 10 µM. AID 602449. actives 1.4% (n = 360,000). isolated mouse mitochondria, Ca2+ swelling absorbance, 30 min;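 active = inhibition of 50% or more, scaled per plate between neutral and stimulator controls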;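 also: 0% = DMSO wells given calcium and 100% = 1 mM EGTA wells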
HKDC1 inhibitor – HKDC1 (human) hexokinase inhibition. Q2TB90. recombinant HKDC1, G6PDH/diaphorase resazurin coupled fluorescence. inhibition, % at 20 µM. actives 0.16% (n = 340,000);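 active = inhibition above about 35% when tested at 20 µM, limit read from the data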;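 also: plate controls were DMSO wells with enzyme for no effect and DMSO wells lacking enzyme for full effect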
Target sequence (Q2TB90 whole entry, looked up): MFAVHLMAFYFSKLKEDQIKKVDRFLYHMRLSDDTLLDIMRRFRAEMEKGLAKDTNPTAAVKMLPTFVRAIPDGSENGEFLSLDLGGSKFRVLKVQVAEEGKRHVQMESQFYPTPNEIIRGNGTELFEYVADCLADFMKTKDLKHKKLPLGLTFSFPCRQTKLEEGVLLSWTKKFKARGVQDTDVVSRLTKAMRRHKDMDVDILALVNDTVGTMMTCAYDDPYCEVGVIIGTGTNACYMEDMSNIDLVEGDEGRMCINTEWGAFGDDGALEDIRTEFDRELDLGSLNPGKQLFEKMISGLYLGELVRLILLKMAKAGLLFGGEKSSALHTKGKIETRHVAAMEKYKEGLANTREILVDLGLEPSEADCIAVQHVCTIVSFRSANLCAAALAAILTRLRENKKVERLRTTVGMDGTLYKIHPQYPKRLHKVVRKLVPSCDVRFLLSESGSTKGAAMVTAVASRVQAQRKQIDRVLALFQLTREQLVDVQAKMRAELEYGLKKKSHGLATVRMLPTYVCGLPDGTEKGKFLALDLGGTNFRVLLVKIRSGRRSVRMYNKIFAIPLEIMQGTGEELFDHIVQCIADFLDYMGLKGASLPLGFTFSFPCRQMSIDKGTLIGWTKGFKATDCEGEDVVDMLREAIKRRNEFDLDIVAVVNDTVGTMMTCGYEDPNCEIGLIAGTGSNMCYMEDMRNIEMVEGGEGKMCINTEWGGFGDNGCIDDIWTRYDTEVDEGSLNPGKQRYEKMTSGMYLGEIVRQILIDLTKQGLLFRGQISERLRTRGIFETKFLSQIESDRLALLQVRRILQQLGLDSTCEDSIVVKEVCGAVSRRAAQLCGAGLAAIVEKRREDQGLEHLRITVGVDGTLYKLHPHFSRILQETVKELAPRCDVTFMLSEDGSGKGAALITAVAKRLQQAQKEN
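Test system: recombinant HKDC1 (HK5) hexokinase enzyme, produced in-house / Doses: 20 µM test compound, 1% DMSO / Timing: 90 min, room temperature / Detection: G6PDH/diaphorase-coupled fluorescence, 1 mM NADP, 100 µM resazurin, 525/613 nm / Control set: DMSO wells with and without enzyme mix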
SENP6 block – SENP6 protease inhibition. Q9GZR1. Recombinant SENP6 catalytic domain, aminoluciferin luminescence. inhibition, % at 10 µM. actives 1.8% (n = 330,000). AID 2599;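 active = inhibition above about 50% at the single tested dose, limit read from the data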;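 also: plate controls were DMSO wells with enzyme for no effect and DMSO wells lacking enzyme for full effect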
SENP8 block – SENP8 (human) protease inhibition; recombinant SENP8, Nedd8 substrate fluorescence; AID 602440; inhibition, % at 20 µM; actives 0.64% (n = 360,000); Q96LD8; in the data active = inhibition mostly above about 40%, no sharp cut-off; inactive = mostly below about 27%
SENP7 block – inhibitors of human SENP7 protease. inhibition, % at 5 µM. Q9BQF6. actives 1.5% (n = 330,000). recombinant SENP7, Z-RLRGG-aminoluciferin luminescence, 40 min;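 active = inhibition above about 50% at the single test dose, limit read from the data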;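 also: plate controls were DMSO with enzyme for no effect and no enzyme buffer wells for full effect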
PfG6PD inh – PfG6PD (Plasmodium falciparum) enzyme inhibition. PfGluPho enzyme, NADPH resazurin-diaphorase fluorescence. inhibition, % at 20 µM. actives 0.78% (n = 350,000);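 active = inhibition reaching at least a set limit at 20 µM in the primary screen, cut at about 59% in these data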;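 also: 0% = DMSO wells with substrate and 100% = DMSO wells lacking glucose-6-phosphate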
* = called active by the depositor; i = inactive; . = not tested or not shown.

canonical_smiles | SENP6 block | HKDC1 inhibitor | MPTP inh | ATG4B inh | SENP7 block | GRIN3A LBD mod | PfG6PD inh | SENP8 block
Cn1c(N=Cc2ccc([N+](=O)[O-])cc2)c(N)c(=O)n(C)c1=O | . | 0 | 0.8 | 5 | . | -1 | 7 | 28
COc1ccc(CCN=C(N)NS(=O)(=O)c2cccs2)cc1OC | -17 | -5 | 4.9 | -7 | -16 | -1 | -8 | 2
CSCC[C@H](NC(=O)N1CCn2c1nc1ccccc12)C(=O)NCc1ccc2c(c1)OCO2 | -6 | -2 | -2.6 | -13 | 1 | 0 | 14 | 6
Fc1ccccc1-c1nc2ncccc2o1 | 8 | 2 | -0.1 | 2 | 5 | -1 | -6 | -6
Cc1ccc(S(=O)(=O)N(C)C)cc1NC(=O)CSc1nnnn1-c1ccc(O)cc1 | -8 | 0 | 2.3 | -12 | 5 | 0 | -9 | 6
CC(Cc1cccs1)NC(=O)Nc1cccc(Cl)c1 (stereo unspecified) | -1 | 3 | 87* | -10 | 7 | -6 | 14 | 11
O=C(CCNC(=O)N1CCn2c1nc1ccccc12)NCc1ccc(Cl)cc1 | -4 | 5 | -0.8 | -4 | -4 | -2 | -4 | 0
Cn1ccc(C(=O)NC(=S)Nc2ccc([N+](=O)[O-])cc2O)n1 | 72* | 15 | -0.7 | 2 | 54* | 6 | -16 | 17
O=C(CSc1ccc(Cl)cc1)Nc1cccc(NC(=O)c2ccco2)c1 | 8 | 4 | 1.7 | 6 | 6 | 2 | -3 | 8
O=[N+]([O-])c1ccc(O)c(C=Nc2ccc3c(c2)OCCO3)c1 | -10 | -3 | -1.5 | -2 | -8 | -7 | 14 | 10
CN(C)C(CNC(=O)c1ccc(Br)cc1)c1ccco1 (stereo unspecified) | -1 | 6 | -0.8 | 2 | -8 | 0 | 14 | 23
Cc1csc(NC(=O)c2cc(=O)[nH]c3ccccc23)n1 | 3 | -3 | 1.1 | -5 | -5 | -2 | 8 | -271
COC(=O)c1cc(C(=O)OC)n(Cc2ccc(Cl)cc2Cl)n1 | 3 | -6 | -0.1 | 0 | 4 | 0 | 0 | 6
Cc1ccc(C)c(S(=O)(=O)NCC(=O)Nc2sc3c(c2C(N)=O)CCC(C)C3)c1 (stereo unspecified) | -5 | -4 | 1.3 | -9 | 1 | -4 | 9 | -235
CC(C)c1ccc(-c2nc3ccccc3s2)cc1 | 98* | -3 | 1.3 | 31 | 100* | 1 | 45 | -7
O=C(N/N=C/c1cc2c(cc1Cl)OCO2)c1cc(-c2ccccc2)n[nH]1 | 21 | 0 | 1.5 | -2 | -3 | 32* | 11 | -106
Nc1c(C(=O)c2ccc(Br)s2)oc2ccccc12 | 4 | 5 | 3.4 | -12 | 11 | 4 | 8 | -37
O=C(COC(=O)c1ccc([N+](=O)[O-])s1)NC(=O)NCc1ccccc1 | 87* | 6 | -0.8 | -21 | 32 | 0 | 3 | 23
CCOC(=O)CCc1cnccc1-c1cccc(OC)c1O | -5 | -5 | -1.6 | -2 | -1 | 0 | -9 | 15
COc1ccc(NS(=O)(=O)c2cc(NC(=O)c3ccncc3)ccc2N2CCOCC2)cc1 | -10 | -8 | 0.8 | -6 | -9 | 0 | 0 | -1
O=C(N/N=C/c1ccccc1F)c1cc2c(ccc3ccccc32)o1 | -11 | 7 | -1.3 | -2 | 7 | -1 | 4 | -441
O/N=C(\c1ccc2c(c1)OCCO2)C1CCCCC1 | -7 | 0 | 0.7 | 0 | -2 | -6 | -2 | 4
Cc1ccc(NC(=O)CSCC#N)cc1 | -11 | -7 | -2.5 | -5 | -3 | 2 | -11 | 10
Cc1ccc(NC(=O)CN(C)CC(=O)Nc2ccc(N3CCOCC3)cc2)c([N+](=O)[O-])c1 | -7 | 14 | -7.7 | -14 | 5 | 1 | -4 | 22

Profiles, looked up by structure. Order of screens: SENP6 block	HKDC1 inhibitor	MPTP inh	ATG4B inh	SENP7 block	GRIN3A LBD mod	PfG6PD inh	SENP8 block
COc1ccc(CCN=C(N)NS(=O)(=O)c2cccs2)cc1OC across the screens: -17	-5	4.9	-7	-16	-1	-8	2
O/N=C(\c1ccc2c(c1)OCCO2)C1CCCCC1 across the screens: -7	0	0.7	0	-2	-6	-2	4
O=C(CSc1ccc(Cl)cc1)Nc1cccc(NC(=O)c2ccco2)c1 across the screens: 8	4	1.7	6	6	2	-3	8

Carrying on.
canonical_smiles | SENP6 block | HKDC1 inhibitor | MPTP inh | ATG4B inh | SENP7 block | GRIN3A LBD mod | PfG6PD inh | SENP8 block
CC(=O)N(C(C)=O)C1=C(C#N)C2(CCCCC2)Cc2ccccc21 | -7 | -10 | -3.8 | 1 | -4 | 1 | 11 | 16
COc1ccc(C2/C(=C(/O)c3ccc(C)cc3)C(=O)C(=O)N2c2ccccn2)cc1OC (stereo unspecified) | 0 | -3 | 2.3 | -11 | -12 | 0 | -6 | 0
O=C(c1ccc(C(=O)N2CCOCC2)nc1)N1CCOCC1 | -6 | 0 | 0.4 | -14 | -4 | 3 | 1 | 14
COC(=O)c1sc(N2CCCCC2)c(C#N)c1N | -15 | -2 | -0.4 | -4 | 2 | 1 | -5 | 14
CCCP(=O)(CC(=O)O)c1ccccc1 (stereo unspecified) | -4 | 3 | -0.1 | 10 | 5 | -3 | -19 | 16
COC(=O)C1=C(C)NC2=C(C(=O)CC(C)(C)C2)C1c1cn(Cc2ccc(Br)cc2)nc1-c1ccccc1 (stereo unspecified) | 1 | 3 | 1.0 | -11 | 1 | -5 | -13 | i
COc1ccccc1CCNC(=O)C1CCCO1 (stereo unspecified) | 7 | 0 | -0.1 | 5 | -6 | -1 | -12 | 10
CN1CCN(CCC=C2c3ccccc3Sc3ccc(S(=O)(=O)N(C)C)cc32)CC1 | -1 | -3 | -0.1 | -11 | -3 | 1 | 7 | -21
Cc1ccc2c(c1)N(CCC(=O)NC1CCCCC1C)C(=O)CO2 (stereo unspecified) | -24 | -3 | -0.6 | -5 | -6 | -1 | -8 | 10
COc1ccc(-c2ccc(=O)n(Cc3c(F)cccc3Cl)n2)cc1 | 7 | 1 | 1.4 | -14 | 8 | -5 | 2 | -288
Cc1ccc(NC(=S)NCCc2ccc(S(N)(=O)=O)cc2)c(C)c1 | -1 | -2 | -5.1 | -8 | 5 | -1 | -6 | 10
O=C(OCC(=O)N1CCCCCC1)c1n[nH]c(=O)c2ccccc12 | -21 | 1 | -0.5 | 3 | 1 | -1 | -10 | 17
O=C(Cn1c(=O)cnc2ccccc21)Nc1ccccc1N1CCOCC1 | -7 | -1 | 1.1 | -12 | -6 | 1 | 7 | 9
CC1(C)Cc2c(C#N)c(NCCO)nc(-c3ccco3)c2CO1 | -12 | 1 | 1.4 | 0 | 4 | -1 | 21 | -407
Cc1nn(C)c(Cl)c1CN1CCC(n2nccc2NC(=O)C2CCCC2)CC1 | 15 | -2 | 0.9 | 18 | -3 | 1 | -15 | 12
COc1ccccc1C(=O)NC(CCSC)C(=O)OCC(=O)c1ccc[nH]1 (stereo unspecified) | -18 | -7 | -0.5 | -1 | -5 | -3 | -2 | 5
O=C(NCCc1ccc(F)cc1)C1CCCCC1 | -3 | -8 | 0.3 | 3 | 0 | -4 | -11 | 26
COc1cccc(C2c3c(oc4ccccc4c3=O)C(=O)N2CCCN(C)C)c1OC (stereo unspecified) | -7 | 4 | 0.9 | 18 | -5 | 0 | 10 | -40
Cc1ccc(NC(=O)COC(=O)c2ccc(S(=O)(=O)NCc3ccco3)cc2)cc1 | 15 | -6 | -0.5 | -9 | -1 | 0 | 2 | 17
Cc1ccnc(NC(=O)CCS(=O)(=O)c2ccccc2)c1 | -15 | -10 | -1.6 | 4 | 1 | -2 | -2 | 5
CCOc1ncccc1C(=O)N1CCN(C(=O)c2ccccc2)CC1 | -18 | -2 | -0.9 | 4 | -1 | 0 | -2 | 14
Cc1c(Cl)ccc2c1NC(=O)[C@]21N[C@@H](CCC(N)=O)[C@H]2C(=O)N(c3ccc(F)cc3)C(=O)[C@H]21 | 0 | 2 | -1.1 | -4 | 3 | 2 | -3 | -11
Cc1ccc2c(c1)N(CC(=O)NC1CCCC(C)C1C)C(=O)c1cccnc1O2 (stereo unspecified) | 9 | -5 | -1.9 | -3 | 1 | -2 | -7 | -1
O=C(NCc1ccccc1)C(c1cccnc1)N(C(=O)c1csnn1)c1ccccc1 (stereo unspecified) | 10 | -6 | -0.5 | -4 | 1 | 1 | -7 | 7
O=C1CN(C(=O)COC(=O)CCC(=O)c2ccc(F)cc2)c2ccccc2N1 | -6 | 0 | -2.4 | -18 | -7 | 2 | 1 | 10
COc1ccc(CNCc2ccc([N+](=O)[O-])cc2)cc1OC | 0 | -6 | -0.7 | -8 | 4 | -1 | 6 | 9
O=C1CC(N2CCc3ccccc32)C(=O)N1c1ccc(F)cc1 (stereo unspecified) | -16 | -7 | 0.4 | -17 | -9 | -1 | -4 | 15
N=c1sccn1CC(=O)Nc1cc(S(=O)(=O)N2CCCC2)ccc1Cl | -16 | -6 | -0.6 | -1 | 1 | -1 | 8 | 8
CN(Cc1ccccc1)c1nc(N)c([N+](=O)[O-])c(Nc2cccc(F)c2)n1 | -19 | 4 | 9.1 | -6 | -3 | 3 | 11 | 15
CCC(=O)n1nc(-c2ccccc2)nc1SCC(=O)Nc1ccc(C)cc1 | 7 | 15 | 13 | -6 | -2 | -5 | -14 | 10
Cc1ccc2oc(=O)c3cc(C(=O)N4CCN(C)CC4)sc3c2c1 | -13 | -2 | -1.0 | 1 | -7 | 1 | -8 | -53
O=C1c2cccc3cccc(c23)C(=O)N1CCc1ccccc1 | 16 | -7 | 0.1 | 24 | 1 | -3 | 53 | -224
CN(CCc1cnn(C)c1)Cc1nc(CC2CC2)no1 | -20 | -1 | 2.3 | -4 | 8 | 0 | 11 | 17
COc1ccc(CCNc2cc(N3CCN(C(=O)c4ccccc4F)CC3)ccc2[N+](=O)[O-])cc1OC | -25 | -8 | 40 | -10 | -7 | 1 | 21 | 26
COc1ccc(CC(=O)NC(C)c2nnc(SCC(=O)c3ccc(OC)cc3)n2C)cc1 (stereo unspecified) | 5 | -5 | 0.6 | -1 | 7 | 1 | 4 | 3
Cc1cccc(CC2SC(N)=NC2=O)c1 (stereo unspecified) | -4 | -8 | -1.6 | -4 | 10 | 0 | 10 | 11

Not a retest: entries from further up.
canonical_smiles | SENP6 block | HKDC1 inhibitor | MPTP inh | ATG4B inh | SENP7 block | GRIN3A LBD mod | PfG6PD inh | SENP8 block
COc1ccc(CCNc2cc(N3CCN(C(=O)c4ccccc4F)CC3)ccc2[N+](=O)[O-])cc1OC | -25 | -8 | 40 | -10 | -7 | 1 | 21 | 26
COc1ccc(CC(=O)NC(C)c2nnc(SCC(=O)c3ccc(OC)cc3)n2C)cc1 (stereo unspecified) | 5 | -5 | 0.6 | -1 | 7 | 1 | 4 | 3

Additional structures follow.
canonical_smiles | SENP6 block | HKDC1 inhibitor | MPTP inh | ATG4B inh | SENP7 block | GRIN3A LBD mod | PfG6PD inh | SENP8 block
Cc1ccc(C(=O)n2cnc3ccccc32)cc1C | -55 | 11 | -0.3 | 8 | -32 | -1 | -1 | 10
Cc1cccc(NC(=O)c2nc[nH]c2C(=O)NC2CCN(C(=O)OC(C)(C)C)CC2)c1 | -4 | 5 | 0.1 | 6 | 1 | 0 | 18 | 22
COCCN(C(=O)CCSc1ccc(F)cc1)c1c(N)n(Cc2ccccc2)c(=O)[nH]c1=O | 4 | 4 | 0.3 | -7 | -4 | 1 | -12 | 0
c1cncc(CNC2CCCc3ccccc32)c1 (stereo unspecified) | -9 | -4 | -1.4 | 0 | 1 | 1 | -17 | 21

Reprinted at random: two entries already listed.
canonical_smiles | SENP6 block | HKDC1 inhibitor | MPTP inh | ATG4B inh | SENP7 block | GRIN3A LBD mod | PfG6PD inh | SENP8 block
Cc1cccc(NC(=O)c2nc[nH]c2C(=O)NC2CCN(C(=O)OC(C)(C)C)CC2)c1 | -4 | 5 | 0.1 | 6 | 1 | 0 | 18 | 22
c1cncc(CNC2CCCc3ccccc32)c1 (stereo unspecified) | -9 | -4 | -1.4 | 0 | 1 | 1 | -17 | 21

High-throughput results (PubChem BioAssay)
